K1F lysis inhibition = inhibition of K1F phage lysis, E. coli UTI89, bacterial capsule biogenesis inhibitors, alamar blue (AID 488966); one-dose inhibition, % at 100 µM; IC50 in µM for titrated hits; hit rate 0.02% among 340,000; E. coli UTI89 K1F phage lysis, alamar blue, 2 h; higher % means a stronger effect;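 active means phage lysis inhibition, versus mean bacterial control, above a set limit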;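 further: capsule biogenesis inhibitors block K1F phage lysis so surviving cells raise fluorescence; higher fluorescence means more inhibition of phage lysis; actives were called in the ten point dose series up to 300 µM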
* = called active by the depositor; & = joins results of further samples; [ ] = another dose, or the depositor's remark.

SMILES	K1F lysis inhibition
COc1cccc(CNC(=O)C(=O)N2CCC3(CC2)OCCN3S(=O)(=O)c2ccc(C)cc2)c1	0.1%[50 µM]
O=C(Nc1ccccc1N1CCCC1)C1CCN(C(=O)c2ccc(Cl)cc2)CC1	-0.9%[50 µM]
Cc1nn(-c2ccccc2)c(C)c1NC(=O)COC(=O)CCCOc1ccccc1	0.9%[50 µM]
CCOC(=O)c1cccc(NC(=O)c2c(NCc3ccccc3)[nH]c(=O)[nH]c2=O)c1	1.0%
COc1ccc(S(=O)(=O)N2CCCCCC2)cc1NC(=O)CN1C(=O)CNC1=O	-1.0%
CN(C)CCN1C(=O)c2cccc3cc([N+](=O)[O-])cc(c23)C1=O	4.9%
COc1ccc(-c2ccc3oc(-c4ccc(OC)cc4)c(C#CC4(O)CCCCC4)c3c2)cc1	0.4%
Cc1noc(C)c1S(=O)(=O)Nc1ccc2c(c1)C(=O)N([C@H](C)CO)C[C@H](C)[C@@H](CN(C)C(=O)NC1CCCCC1)O2	-1.4%
O=C(COC(=O)c1ccco1)NCCc1ccc(Cl)cc1	1.5%[50 µM]
COc1ccc(CC(=O)Nc2cc(S(C)(=O)=O)ccc2Cl)cc1S(=O)(=O)N1CCOCC1	1.3%[50 µM]
COc1ccccc1CNC(=O)COC(=O)C1CCN(S(=O)(=O)c2ccccc2)CC1	1.2%[50 µM]
COC(=O)c1cc2c(n(-c3ccccc3)c1=O)CCCC2=O	0.3%
CN1CCN(C(=O)c2cccc(S(=O)(=O)N3CCCC3)c2)CC1	0.7%[50 µM]
CC(=O)Nc1ccc(S(=O)(=O)NC(C)c2ccncc2)cc1 (stereo not given)	1.1%[50 µM]
CC(C)CN(C(=O)CSc1nnc(C2CC2)n1-c1ccccc1)C1CCS(=O)(=O)C1 (stereo not given)	1.1%[50 µM]
CC(OC(=O)CNC(=O)c1cccs1)C(=O)Nc1ccc(S(N)(=O)=O)cc1 (stereo not given)	0.0%[50 µM]
CSCCC(NC(=O)c1ccco1)C(=O)N(C)CC(=O)Nc1ccccc1Br (stereo not given)	0.8%[50 µM]
NC(=O)C1CCN(c2nc3ccccc3nc2NS(=O)(=O)c2ccc(Br)cc2)CC1	-2.9%
COc1ccc2c(c1)C(=O)N1[C@H]3c4cc(Br)ccc4OC[C@@H]3[C@H](c3ccccc3)[C@]1(C)C(=O)N2	0.1%
COC(=O)C1N[C@@H]([C@@H](NC(=O)COc2ccccc2)C(=O)Nc2ccc(OC)cc2)SC1(C)C (stereo not given in full)	0.9%
COc1ccc(-n2c(N)cc(=O)nc2SCC(=O)NC2CCCCC2)cc1	0.0%
O=C(OCC(=O)N1CCN(c2ccccc2)CC1)C1CCCN1S(=O)(=O)c1ccc(Cl)cc1 (stereo not given)	1.1%[50 µM]
CCN(CC)S(=O)(=O)c1cc(NC(=O)CSc2n[nH]c(N)n2)ccc1C	0.0%
c1cc(SC2CCCCC2)cc(-c2nc3cnccn3c2NC2CCCCC2)c1	-1.1%
C=CCNC(=O)c1c(CSc2ccc(Cl)cc2)noc1C(=O)NCc1ccccc1	-0.9%
O=Cc1cccc2ccc3cccc(C(=O)O)c3c12	-1.4%
Cc1ccc(C(=O)N2CCCCC2)cc1NC1=C(Cl)C(=O)N(Cc2ccccc2)C1=O	0.7%[50 µM]
CN(C(=O)c1cccc(NC(=O)Cc2cccc(NC(=O)C3CCN(C(=O)C4CCCCC4)CC3)c2)c1)C1CCC1	0.2%
CCOc1ccc(NC(=O)CN(C)C(=O)c2cccnc2Sc2ccccc2Cl)cc1OCC	-0.3%[50 µM]
CC(=NNc1nc2ccccc2s1)c1ncccn1	1.3%
Fc1ccc(-c2nnc(-c3ccc4ccccc4c3)o2)cc1	4.3%
CCCCNc1c(-c2ccc(SC3CCCCC3)c(OC)c2)nc2ccc(Cl)cn12	0.7%
CCOc1ccc2nc(NC(=O)C3(C)CC3(Br)Br)sc2c1 (stereo not given)	0.0%
Cn1c(=O)c2[nH]c(SCCN3CCOCC3)nc2n(C)c1=S	-3.3%
Cc1c(N2C(=O)/C(=C/c3cccc4ccccc34)SC2=S)c(=O)n(-c2ccccc2)n1C	0.3%
CCOC(=O)[C@H]1[C@H]2COc3ccc(Cl)cc3[C@H]2N2C(=O)CNC(=O)[C@@]12C	0.6%
O=C(NNC(=O)c1ccc(-c2ccc([N+](=O)[O-])cc2)o1)c1ccncc1	0.6%[50 µM]
O=C(CN1C(=O)NC2(CCCCCC2)C1=O)NCc1ccc(Cl)cc1	0.9%[50 µM]
CC(NC(=O)c1ccco1)C(=O)N1CCN(S(=O)(=O)c2ccccc2C#N)CC1 (stereo not given)	5.5%
Cn1nc(C(=O)NNC(=O)C(CCC(N)=O)NS(=O)(=O)c2ccc(Cl)cc2)c2ccccc2c1=O (stereo not given)	0.5%[50 µM]
Cc1ccc(C(=O)NNC(=O)C(C)Oc2ccc3ccccc3c2)o1 (stereo not given)	0.7%[50 µM]
O=C(OCC(=O)N1CCc2ccccc21)c1ccccc1[N+](=O)[O-]	0.9%[50 µM]
Cc1cc(C)n2nc(C(=O)OCC(=O)NCc3ccc(Cl)cc3)nc2n1	1.8%[50 µM]
O=C(COC(=O)c1ccc(Br)o1)Nc1ccc2c(c1)OCCO2	0.4%[50 µM]
Cc1ccc(NC(=O)CCNC(=O)c2ccc(Br)cc2)cc1S(=O)(=O)N1CCOCC1	0.9%[50 µM]
CCOc1ccc(CCNC(=O)CN2C(=O)NC3(CCCCC3)C2=O)cc1OCC	1.2%[50 µM]
CCCCOCCCNC(=O)/C=C/c1ccccc1Cl	0.2%
COc1ccccc1OCC(=O)N1CCC2(CC1)CC(=O)c1ccccc1O2	1.1%[50 µM]

13 structures from above, ordered by length of the SMILES, high to low:
SMILES	K1F lysis inhibition
Cn1nc(C(=O)NNC(=O)C(CCC(N)=O)NS(=O)(=O)c2ccc(Cl)cc2)c2ccccc2c1=O (stereo not given)	0.5%[50 µM]
CCOC(=O)[C@H]1[C@H]2COc3ccc(Cl)cc3[C@H]2N2C(=O)CNC(=O)[C@@]12C	0.6%
Cc1c(N2C(=O)/C(=C/c3cccc4ccccc34)SC2=S)c(=O)n(-c2ccccc2)n1C	0.3%
Cc1ccc(NC(=O)CCNC(=O)c2ccc(Br)cc2)cc1S(=O)(=O)N1CCOCC1	0.9%[50 µM]
O=C(NNC(=O)c1ccc(-c2ccc([N+](=O)[O-])cc2)o1)c1ccncc1	0.6%[50 µM]
CCOc1ccc(CCNC(=O)CN2C(=O)NC3(CCCCC3)C2=O)cc1OCC	1.2%[50 µM]
Cc1cc(C)n2nc(C(=O)OCC(=O)NCc3ccc(Cl)cc3)nc2n1	1.8%[50 µM]
O=C(CN1C(=O)NC2(CCCCCC2)C1=O)NCc1ccc(Cl)cc1	0.9%[50 µM]
Cc1ccc(C(=O)NNC(=O)C(C)Oc2ccc3ccccc3c2)o1 (stereo not given)	0.7%[50 µM]
O=C(COC(=O)c1ccc(Br)o1)Nc1ccc2c(c1)OCCO2	0.4%[50 µM]
Cn1c(=O)c2[nH]c(SCCN3CCOCC3)nc2n(C)c1=S	-3.3%
CCOc1ccc2nc(NC(=O)C3(C)CC3(Br)Br)sc2c1 (stereo not given)	0.0%
CCCCOCCCNC(=O)/C=C/c1ccccc1Cl	0.2%

Other records follow:
SMILES	K1F lysis inhibition
COc1ccc(O)c(C(=O)CC(=O)c2cccnc2)c1	-4.8%
O=C(COC(=O)c1cc(S(=O)(=O)N2CCOCC2)ccc1Cl)NCCc1ccccc1	1.1%[50 µM]
CC(Sc1nnc(-c2ccco2)o1)C(=O)Nc1ccc(OC(F)F)cc1 (stereo not given)	0.7%[50 µM]
O=C(COC(=O)c1cccc([N+](=O)[O-])c1)Nc1ncc(Br)s1	0.1%
NS(=O)(=O)c1cccc(NC(=O)COC(=O)CN2C(=O)c3ccccc3C2=O)c1	0.5%[50 µM]
CCC(=O)c1cn([C@@H](CCC(OC)OC)CC(=O)OC(C)(C)C)cc1CC	0.7%
CC(C)[C@H](N)C(=O)OCCOCn1cnc2c(=O)[nH]c(N)nc21	2.1%&-2.1%
Cc1ccnc(NC(=O)c2cccc(S(=O)(=O)NCc3ccccc3)c2)c1	0.1%[50 µM]
COc1ccc(-c2ccc3oc(-c4ccsc4)cc3c2)cc1	0.6%
CC(=O)c1ccc(-c2ccc(C(=O)NCC(c3ccco3)N(C)C)o2)cc1 (stereo not given)	-1.3%
Cc1nnc2sc(SCC(=O)N3CCc4ccccc43)nn2c1=O	-0.1%
CC(=O)Nc1cccc2c1Cc1cc([N+](=O)[O-])ccc1-2	2.0%
Cc1ccc(S(=O)(=O)N2CCCCC2CCNC(=O)C(=O)NCc2ccncc2)cc1 (stereo not given)	0.6%[50 µM]
Cc1ccccc1C1CC(=O)c2ccccc2C1C (stereo not given)	-0.8%
COc1ccccc1/C=C/c1nc2ccccc2c(=O)o1	0.7%
Cc1cccc(NC(=O)CCC(=O)c2cccs2)n1	0.4%[50 µM]
CC(=O)Nc1ccc2c(c1)[nH]c(=O)c1ccccc12	-0.5%
CCOC(=O)[C@H]1[C@H]2COc3ccc(Br)cc3[C@@H]2N2C(=O)CN(Cc3ccco3)C(=O)[C@@]12C	0.6%
O=C(OCc1c(-c2ccccc2)ncc2ccccc12)c1cccs1	-0.2%
Cc1c(C(=O)N2CCC2)oc2ccc(Cl)cc12	-0.5%
COc1cccc(CN(C)C(=O)c2ccc3c(=O)n4c(nc3c2)CCC4)c1	1.3%[50 µM]
Cc1cc(C)n(CC(=O)NNC(=O)COc2ccc(F)cc2Br)n1	1.9%[50 µM]
Cc1cccc(CN2CCN(c3ccccn3)CC2)c1	-0.9%
COc1ccc2c3n(nc2c1)CCN=C3c1cc(Cl)c(N)c(Cl)c1	0.8%
CCC(=O)c1ccc(OCC(=O)OCC(=O)Nc2c(C)n(C)n(-c3ccccc3)c2=O)cc1	-0.9%
COc1ccc(S(=O)(=O)N2CCC(C(=O)N(CC(C)C)C3CCS(=O)(=O)C3)CC2)cc1OC (stereo not given)	0.8%[50 µM]
CN1CCc2ccccc2Cc2[nH]c3ccccc3c2CC1	5.0%
COc1ccccc1C(=O)Nc1ccc(OC(C)C(=O)N2CCOCC2)cc1 (stereo not given)	0.5%[50 µM]
O=C(Nc1cccc(Cl)c1)c1ccccc1	0.4%
O=C(COC(=O)c1ccc(O)cc1O)N=c1sccn1Cc1ccccc1Cl	-0.7%[50 µM]
Cc1nn(CC(=O)N(C)c2c(N)n(Cc3ccccc3)c(=O)[nH]c2=O)c(C)c1[N+](=O)[O-]	0.6%[50 µM]
CCc1ccc2c(COC(=O)C3CC(=O)N(CCc4ccccc4)C3)cc(=O)oc2c1 (stereo not given)	1.7%[50 µM]
Cc1ccc(S(=O)(=O)N(C)c2ccc(OCC(=O)NCC3(N(C)C)CCCCC3)cc2)cc1	-0.5%
CCOC(=O)c1cccc(OC(=O)CCNC(=O)c2ccc(Cl)cc2)c1	0.3%[50 µM]
Cc1ccc(S(=O)(=O)N2CCN(C(=O)COC(=O)/C=C/c3ccc(F)cc3)CC2)c(C)c1	1.1%[50 µM]
Cc1c(NC(=O)C(C)OC(=O)/C=C/c2ccc(OC(F)F)cc2)c(=O)n(-c2ccccc2)n1C (stereo not given)	1.6%[50 µM]
COc1cc(C(=O)c2ccc3c(c2)OCO3)cc(OC)c1OC	-1.5%
CCOC(=O)C1CCN(CC(=O)Nc2ccc(OC)c(S(=O)(=O)N3CCCCC3)c2)CC1	-1.0%
COc1ccccc1C(=O)NCCC(=O)N(C)CC(=O)Nc1ccccc1Br	0.5%[50 µM]
COC(=O)[C@@]12CCCCN1[C@H](c1ccc(SC3CCCCC3)c(OC)c1)[C@@H]1C(=O)N(C)C(=O)[C@@H]12	-0.8%
Cc1ccc(Nc2nnc(SCC(=O)NCC3CCCO3)s2)cc1C (stereo not given)	0.6%[50 µM]
[O-]C(=C(C(=S)Nc1cccc2ccccc12)[n+]1cccc(CO)c1)c1ccc(Cl)s1	-4.1%
Cc1c(NC(=O)COc2cccc(Cl)c2Cl)c(=O)n(-c2ccccc2)n1C	1.6%[50 µM]
Cc1ccc(NC2CNC(=O)NC2=O)cc1C (stereo not given)	2.8%
O=C(Cc1cccc(NC(=O)C2CCCN(C(=O)c3ccccc3)C2)c1)Nc1cccc(C(=O)N2CCOCC2)c1 (stereo not given)	0.1%
NC(=O)NC[C@@H]1CC[C@@H](Cc2ccc(-c3ccccc3)cc2)O1	0.2%
CCOc1ccc(CCNC(=O)COC(=O)c2ccc(Cl)nc2)cc1OCC	1.1%[50 µM]
CCCCOc1ccc(S(=O)(=O)N2CCN(C)CC2)cc1	-2.0%
CCC(C)Sc1ccc([C@H]2N[C@@](C)(C(=O)OC)[C@H]3C(=O)N(CC)C(=O)[C@@H]23)cc1OC (stereo not given in full)	-0.4%
O=C(COC(=O)c1ccc([N+](=O)[O-])o1)NC1CCCCC1	-1.6%[50 µM]
O=C(COC(=O)c1ccc([N+](=O)[O-])o1)Nc1ncc(Cl)cc1Cl	-10%
Cc1cccc(NS(=O)(=O)c2ccc(C)c(C(=O)NCc3ccncc3)c2)c1	0.3%[50 µM]
COc1ccc(NC(=O)CN(C)CC(=O)c2[nH]c(C)c(C(C)=O)c2C)cc1	1.5%[50 µM]
COc1cc(C(C)=O)ccc1OCC(=O)Nc1ccc(C)c(S(=O)(=O)N2CCCCCC2)c1	1.2%[50 µM]
O=C(Cc1cccc(NC(=O)C2CCN(C(=O)C3CCCCC3)CC2)c1)Nc1cccc(C(=O)N2CCCC2)c1	-0.4%
CCCCn1c(N)c(N(CCOC)C(=O)CCCn2c(=O)oc3ccccc32)c(=O)[nH]c1=O	1.2%[50 µM]
COc1ccccc1N(C)S(=O)(=O)c1ccc(C(=O)Nc2ccncc2)cc1	1.1%[50 µM]
CNC(=O)c1c(NC(=O)CCS(=O)(=O)c2ccccc2)sc(C)c1C	1.4%[50 µM]
Cc1cc(C(=O)CN2C(=O)NC(C)(c3cc(F)ccc3F)C2=O)c(C)n1C1CC1 (stereo not given)	8.1%
Cc1ccc(S(=O)(=O)N2CCN(C(=O)COC(=O)CNC(=O)c3ccc(C(C)(C)C)cc3)CC2)c(C)c1	0.0%[50 µM]
CCc1ccc(/C(C)=N/NC(=O)c2ccc(-n3cnnn3)cc2)cc1	0.9%[50 µM]

Bioassay records from PubChem.

An excerpt; rates above refer to the full screens.
